E-sel TNF inh = TNF alpha driven E-selectin expression inhibition. hit rate 0.71% among 120,000. HUVEC TNFa-induced E-selectin immunofluorescence, high content. inhibition, % at 2 µM;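 active = inhibition above the batch mean plus 3 SD, and confirmed as a hit on visual image review, cut at about 43% in these data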;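 note: 0% = TNF-stimulated DMSO wells and 100% = unstimulated control wells; not every result past the cut was called active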
NPY Y2 blocker = antagonists of human neuropeptide Y receptor Y2 | NPY-Y2 expressing cells, antagonist mode | inhibition, % at 2.7 µM | P49146 | hit rate 0.99% among 140,000; in the data active = inhibition above about 17%;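 note: 0% = vehicle with agonist challenge and 100% = reference antagonist with challenge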
Target sequence (P49146 whole entry, looked up): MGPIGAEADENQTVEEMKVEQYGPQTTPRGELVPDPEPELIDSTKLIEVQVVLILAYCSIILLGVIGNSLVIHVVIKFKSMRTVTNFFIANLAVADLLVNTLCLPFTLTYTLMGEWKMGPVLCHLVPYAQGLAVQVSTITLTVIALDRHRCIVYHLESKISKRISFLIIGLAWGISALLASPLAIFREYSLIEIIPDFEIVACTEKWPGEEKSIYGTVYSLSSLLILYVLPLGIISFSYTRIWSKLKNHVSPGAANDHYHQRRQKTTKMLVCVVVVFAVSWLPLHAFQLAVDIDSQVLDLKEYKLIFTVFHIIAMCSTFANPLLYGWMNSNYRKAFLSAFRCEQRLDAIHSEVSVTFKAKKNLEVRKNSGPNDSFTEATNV
HCT116 PTEN-null = PTEN-deleted cell growth suppression; hit rate 1.2% among 140,000; AID 827; HCT116 PTEN-null viability, CellTiter-Glo, 60 h; active compounds read low; viability, % at 10 µM;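 active = viability at or below a set limit, 4 SD under the median of all tested compounds, cut at about 3.7% in these data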;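 note: PTEN knockout HCT116 line with beta catenin targeted HCT116 as companion control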
Measles CPE = protection of cells from measles virus; Measles virus-infected cells, CPE protection, absorbance; protection (pct of control), % at 4 µM; hit rate 1.5% among 140,000; AID 841; in the data active = protection mostly above about 24%, no sharp cut-off; inactive = mostly below about 26%; note: some compounds called inactive have numbers as strong as hits
Yeast growth inh = chemicals that inhibit yeast BB579 growth in restrictive medium (lifespan-shortening candidates). S. cerevisiae BB579 growth, OD615, 48 h. inhibition, % at 10 µM. hit rate 0.51% among 140,000. AID 804;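 active = inhibition above a set limit, 3 SD over the mean compound inhibition, cut at about 44% in these data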; note: inactives centre near -24
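System: Saccharomyces cerevisiae DeaD strain BB579, replicative lifespan model yeast. Buffer or medium: restrictive glucose-based CSMM-D medium. Doses: one dose, 10 µM compound with 0.25% DMSO. Timing: 4 h preincubation and 48 h exposure at 30 °C. Detection: turbidity as optical density at 615 nm. Benchmarks: amphotericin B 10 µg/mL, positive.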
Yeast lifespan up = extends the lifespan of yeast. inhibition of the nicotinamide effect, % at 10 µM. hit rate 0.68% among 130,000. S. cerevisiae growth with nicotinamide, OD615; deaD strain in restrictive glucose medium;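 active = inhibition above a set limit, placed 3 SD over the median of all compounds, cut at about 26% in these data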;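 note: 0% = nicotinamide-treated wells and 100% = cells grown without nicotinamide; some compounds called inactive have numbers as strong as hits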
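Assay system: engineered S. cerevisiae DeaD replicative-lifespan strain, galactose-grown log-phase cells; Buffer or medium: CSMM-D glucose medium, restrictive; Probe or stimulus: nicotinamide 1.5 mM; Compound: single dose 10 µM compound, 0.25% DMSO; Schedule: 4 h preincubation then 48 h treatment at 30 °C; Technique: OD615 measurement.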
HCT116 bCat-KO = beta-catenin-lacking colon tumor cell growth suppression; HCT116 beta-catenin knockout viability, CellTiter-Glo, 60 h; active compounds read low; viability, % at 10 µM; hit rate 1.5% among 140,000;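 active = viability at or under a set limit, the compound median less 4 SD, cut at about 6% in these data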;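 note: 0% = Hyamine 1622 control at 20 µM and 100% = untreated cell control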
GALR2 antag = blocks the human galanin receptor 2 | O43603 | GALR2-expressing cells, antagonist mode | inhibition, % at 4 µM | hit rate 0.39% among 140,000; in the data active = inhibition above about 27%;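 note: cells stimulated with galanin 1-16 at roughly its EC80; 0% = agonist challenge control and 100% = basal control without agonist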
Target sequence (O43603 whole entry, looked up): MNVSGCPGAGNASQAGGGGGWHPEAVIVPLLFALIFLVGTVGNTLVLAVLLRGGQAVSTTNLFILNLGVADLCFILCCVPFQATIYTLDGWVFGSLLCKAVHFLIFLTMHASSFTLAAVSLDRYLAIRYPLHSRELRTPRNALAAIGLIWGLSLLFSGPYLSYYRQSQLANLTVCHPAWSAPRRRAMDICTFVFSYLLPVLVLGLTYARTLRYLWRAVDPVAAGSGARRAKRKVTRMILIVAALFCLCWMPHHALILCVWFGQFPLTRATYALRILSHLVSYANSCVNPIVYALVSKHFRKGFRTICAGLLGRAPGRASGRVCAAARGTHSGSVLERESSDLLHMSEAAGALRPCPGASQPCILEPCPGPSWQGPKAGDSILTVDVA
Phagocyt inh = macrophage phagocytosis inhibition | J774A.1 macrophage IgG-bead phagocytosis, imaging | inhibition, % at 5 µM | hit rate 0.07% among 110,000 | AID 1029;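 active = inhibition above the mean of the plate negative controls plus 5 SD, cut at about 13% in these data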;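 note: phagocytic index as fraction of beads internalized from green versus red external bead signal; plate controls were DMSO negative control for no effect and cytochalasin-D positive control for full effect; some results beyond the cut were filed as inactive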
MRP-1 activ = activators of MRP-1; viability increase, % at 10 µM; H69AR cells + doxorubicin, viability rescue, CellTiter-Glo; hit rate 0.61% among 140,000; AID 799;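 active = viability gain under doxorubicin at or above a set limit, the compound median plus 3 SD, cut at about 4.7% in these data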;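 note: MRP-1 overexpressing cells given doxorubicin 25 µM after compound pretreatment; 18-22 h compound pretreatment then 72 h with doxorubicin before readout; 0% = doxorubicin-only wells and 100% = vehicle-treated cells without doxorubicin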
An asterisk follows results filed as active; · = no result given.

SMILES | E-sel TNF inh | NPY Y2 blocker | HCT116 PTEN-null | Measles CPE | Yeast growth inh | Yeast lifespan up | HCT116 bCat-KO | GALR2 antag | Phagocyt inh | MRP-1 activ
CCn1cc(CNC(=O)c2cc([N+](=O)[O-])c(C)c([N+](=O)[O-])c2)cn1 | -1 | 2 | 106 | 4 | -24 | 4 | 92 | 4 | -3 | -2.8
CCOc1ccc(CCNC(=O)CN(C)S(=O)(=O)c2cccc3nsnc23)cc1OCC | · | 3 | 90 | 11 | -39 | -9 | 103 | -21 | 1 | -0.2
CCC1CCCCN1S(=O)(=O)c1ccc2c(c1)CCN2C(=O)C1CCC1 (configuration not stated) | -16 | 0 | 63 | 5 | -37 | -2 | 60 | 7 | · | -3.6
COc1cccc(NC(=O)c2ccc(NC(C)=O)cc2)c1 | -24 | 1 | 102 | 15 | -46 | -10 | 88 | 1 | -1 | 0.0
Cc1ccc(-n2[nH]c(C)c(C=Nc3cc(C)ccn3)c2=O)cc1 | 2 | 0 | 68 | 3 | -54 | -24 | 76 | 14 | 0 | -1.9
Cc1ccc(NC(=O)C2c3ccccc3Oc3ccccc32)c(C)c1 | · | 8 | 82 | · | -27 | 10 | 85 | 7 | -6 | -0.7
COc1cc(C(=O)OCCn2c(=O)c3c(ncn3CCN(C)C)n(C)c2=O)cc(OC)c1OC | · | -1 | 103 | 18 | -12 | 1 | 93 | 14 | 12 | -1.2
N/C(=N\OC(=O)COc1ccccc1Cl)c1ccccn1 | -8 | 2 | 102 | 4 | -36 | -5 | 105 | 1 | -4 | 0.0
CN(C)C(=O)N1CCN(C(=O)c2ccco2)CC1 | · | 7 | 95 | 7 | 3 | -9 | 94 | 5 | -1 | 0.0
Cc1noc(C)c1CSCC(=O)OCC(=O)Nc1sccc1C#N | -5 | 2 | 97 | 7 | -27 | -10 | 97 | -7 | 0 | -0.4

Pulled one by one from the entries so far:
SMILES | E-sel TNF inh | NPY Y2 blocker | HCT116 PTEN-null | Measles CPE | Yeast growth inh | Yeast lifespan up | HCT116 bCat-KO | GALR2 antag | Phagocyt inh | MRP-1 activ
COc1cc(C(=O)OCCn2c(=O)c3c(ncn3CCN(C)C)n(C)c2=O)cc(OC)c1OC | · | -1 | 103 | 18 | -12 | 1 | 93 | 14 | 12 | -1.2
Cc1noc(C)c1CSCC(=O)OCC(=O)Nc1sccc1C#N | -5 | 2 | 97 | 7 | -27 | -10 | 97 | -7 | 0 | -0.4

Next part
SMILES | E-sel TNF inh | NPY Y2 blocker | HCT116 PTEN-null | Measles CPE | Yeast growth inh | Yeast lifespan up | HCT116 bCat-KO | GALR2 antag | Phagocyt inh | MRP-1 activ
O=C(CS(=O)(=O)c1ccccc1)c1ccc2c(c1)OCCO2 | -18 | 1 | 94 | 16 | 18 | 6 | 98 | -6 | 0 | -3.6
CCn1cc(C(=O)NCC(=O)OC)c2cc(OC)c(OC)cc2c1=O | -29 | 1 | 106 | 6 | -9 | -8 | 90 | -3 | · | -2.8
Cc1ccccc1OCC(O)Cn1c(SC(C)C)nc2c1c(=O)[nH]c(=O)n2C (configuration not stated) | -72 | 3 | 83 | 13 | -28 | 1 | 91 | 6 | · | -3.3
CCCCC1CC1C(=O)Nc1ncc2c(n1)CC(C)(C)CC2=O (configuration not stated) | -1 | 5 | 97 | 8 | 15 | -6 | 91 | -7 | 1 | 1.0
CN(C)[C@@H]1CCC[C@@H]1OC(=O)C(c1ccccc1)c1ccccc1 | · | 2 | 100 | 10 | -2 | 5 | 94 | 10 | 17 | -1.4
COCCOC(=O)c1c(C)oc2ccc(O)c(CN3CCC(C)CC3)c12 | -3 | 13 | 73 | 20 | -19 | -2 | 79 | 4 | -1 | -4.1
O=C1c2cccnc2C(=O)N1c1cccc(-c2nc3ccccc3o2)c1 | 3 | 2 | 102 | 31 | -36 | -26 | 86 | 7 | -1 | -2.8
Fc1ccc(C2NCCn3cccc32)cc1 (configuration not stated) | -5 | -2 | 98 | 6 | -1 | -10 | 90 | -1 | · | -1.6
CCSc1nnc(NC(NC(=O)c2ccco2)(C(F)(F)F)C(F)(F)F)s1 | -36 | 1 | 113 | 16 | -60 | -3 | 104 | 8 | 0 | -0.2
O=c1oc2c3c4c(cc2c(C(F)(F)F)c1CCN1CCOCC1)CCCN4CCC3 | -13 | 1 | 96 | 9 | -8 | -11 | 87 | 3 | · | -0.8
CC1(C)CC(=O)c2cc(C(=O)NCc3ccco3)c(=O)n(-c3ccccc3)c2C1 | -22 | 4 | 91 | 19 | 4 | -10 | 92 | -5 | 1 | -3.0
COc1ccc(NC(=S)N/C(=N/CS(=O)(=O)c2ccccc2)c2ccccc2)cc1 | 4 | 3 | 86 | 23 | -36 | · | 87 | 4 | · | -2.9
CC(=O)NCC(=O)OC(C(=O)c1ccccc1)c1ccc(Cl)cc1 (configuration not stated) | -13 | 0 | 100 | 4 | -66 | 3 | 96 | 7 | -2 | -2.5
Cc1nc2ccccc2nc1OCc1ccccc1 | 2 | 5 | 77 | 15 | -17 | -11 | 75 | -1 | -9 | -1.5
O=C(CSc1nc2cc(Cl)ccc2o1)N1CCOCC1 | 22 | 1 | 108 | 6 | -47 | -10 | 106 | 3 | -1 | -0.9
CCOC(=O)c1ccc(NC(=O)CSc2nnc(-c3cccs3)n2CC)cc1 | -32 | 3 | 110 | 11 | -32 | -14 | 97 | -14 | -2 | 0.7
CCOCCOC(=O)C1=C(C)N(C)C(=O)NC1c1cc(Cl)c(O)c(OC)c1 (configuration not stated) | 1 | 1 | 103 | 13 | -19 | 3 | 87 | 5 | 0 | -0.1
CCn1c(=O)n(CC)c2cc(S(=O)(=O)N3CCCCC3)c(C)cc21 | -8 | 1 | 75 | 6 | -56 | -1 | 69 | 3 | 0 | -1.4
CC(C)C(CCN1C(=O)CCC1=O)C1CCOC(C)(C)C1 (configuration not stated) | 9 | 3 | 109 | 21 | -32 | -1 | 82 | 3 | -1 | -1.2
CCCC(=O)C1CCN(Cc2ccccc2)CC1 | 4 | 1 | 92 | 15 | -13 | -6 | 95 | 2 | 0 | 1.8
CCc1c(C)nc2ncnn2c1Nc1ccc(C(C)=O)cc1 | 1 | 3 | 100 | 19 | -13 | -10 | 108 | -7 | 0 | 0.2
NC(=O)c1ccccc1NS(=O)(=O)Cc1ccc(Cl)cc1 | -8 | -1 | 107 | 28 | 15 | -16 | 113 | -13 | -1 | 0.7
COc1ccccc1CN1CCN(S(=O)(=O)c2ccccc2)CC1 | 0 | 1 | 103 | 6 | -39 | -22 | 99 | 8 | -1 | -3.0
CCC1(C)Cc2c(sc3nc(SC)nc(NCCN(C)C)c23)CO1 (configuration not stated) | -30 | 4 | 78 | 4 | -16 | -13 | 73 | 8 | -1 | -3.2
CCN(CC)S(=O)(=O)c1ccc(N2C(=O)CC2(/C=C/c2ccccc2)C(=O)NC2CCCC2)cc1 (configuration not stated) | · | 0 | 73 | 12 | -3 | 1 | 81 | 3 | -10 | -3.4
Nc1nonc1OCCc1ccccc1 | -49 | 3 | 107 | 8 | -37 | -13 | 101 | -8 | 1 | -0.8
Cc1nc2nc(-c3ccc(Cl)cc3)[nH]n2c(=O)c1Cc1ccccc1 | -4 | 3 | 97 | 12 | -42 | -3 | 99 | 4 | 0 | -0.3
CCn1c(SCC(=O)NCc2ccco2)nc2c1c(=O)n(C)c(=O)n2C | 3 | 5 | 94 | 2 | -33 | 0 | 94 | 8 | 0 | -0.9
CCOc1cc(C2C(C(=O)c3ccc(C)o3)=C(O)C(=O)N2CCc2ccccc2)ccc1O (configuration not stated) | -10 | 14 | 89 | 4 | -46 | 13 | 101 | 0 | · | -2.3
CC(C)C(=O)Nc1cc(S(=O)(=O)Nc2ccc(Cl)cc2)ccc1Cl | 58 | 3 | 82 | 45* | -22 | 2 | 83 | -8 | -5 | 2.2
O=[N+]([O-])c1ccc(N2CCN(c3nc(-c4ccc(Cl)cc4)cs3)CC2)cc1 | 3 | 3 | 66 | 23 | -26 | -6 | 64 | 2 | 0 | 0.6
COc1ccc(OC)c(S(=O)(=O)n2nc(-c3ccccc3)cc2N)c1 | · | 0 | 99 | 24 | -18 | -8 | 90 | -4 | 0 | -0.5
CCOc1ccc(OCCSc2nc3ccccc3[nH]2)cc1 | 24 | -1 | 55 | 21 | -19 | · | 46 | 13 | · | -0.3
O=C(O)CCCCCNC(=O)CCn1nnc2ccccc2c1=O | · | 1 | 89 | 9 | 0 | -13 | 93 | 3 | -1 | -1.8
Cn1c(=O)c2c(ncn2CC(=O)N/N=C/c2ccc(Br)s2)n(C)c1=O | · | 3 | 81 | 5 | -10 | 6 | 92 | 7 | -1 | -1.5
CCC(C)C(NC(=O)c1ccccc1NC(=O)c1ccco1)C(=O)NC1CCCCC1 (configuration not stated) | 13 | 11 | 82 | 7 | -38 | -1 | 89 | -3 | 0 | -3.8
COCCn1c(=S)[nH]c2cc(C(=O)NCC3CCCO3)ccc2c1=O (configuration not stated) | · | 0 | 93 | 6 | 3 | -7 | 86 | 7 | 3 | -0.5
NS(=O)(=O)c1ccc(CNC(=O)CCC2CCCCC2)cc1 | 14 | 1 | 106 | 15 | -62 | -7 | 106 | -7 | -1 | 0.1
COCCNC(=O)c1cn(C)c2ccc(S(=O)(=O)N(C)C3CCCCC3)cc2c1=O | · | 2 | 64 | 11 | 0 | -12 | 60 | -3 | 0 | -3.0
O=C(Nc1cccc(Oc2c(F)c(F)c(F)c(F)c2F)c1)N1C[C@@H]2C[C@@H](C1)c1cccc(=O)n1C2 | 29 | 1 | 94 | 2 | -21 | -8 | 94 | 10 | 0 | -2.4
Cc1cccc(Nc2nnc(SCC(=O)NC3CCCc4ccccc43)s2)c1 (configuration not stated) | · | 6 | 45 | 5 | -27 | 2 | 55 | 0 | -10 | -1.0
CC(=O)Nc1sc2c(c1C(N)=O)CCC2 | -16 | 0 | 88 | 14 | -23 | · | 84 | 12 | · | -1.1
C=CCn1c(Cc2ccc(OC)cc2)nnc1SCc1nc2ccccc2c(=O)[nH]1 | -6 | 4 | 96 | 10 | -29 | -7 | 84 | -1 | 1 | -0.4
CN1CCN(c2ccc(NC(=O)c3ccc4c(c3)OCO4)cc2)CC1 | -12 | -1 | 93 | 6 | -75 | -16 | 95 | -4 | 0 | -1.0
Fc1ccc(-c2nnc(-c3ccc(Cl)cc3Cl)o2)cc1 | · | 8 | 88 | 1 | -36 | -5 | 80 | 7 | · | -2.9
CCc1c(C)nc(SCCOc2ccc(OC)cc2)[nH]c1=O | 0 | 3 | 97 | 12 | -15 | -6 | 107 | 3 | 0 | -1.5
CCc1nnc(NC(=O)CSc2nc3c(cc2C#N)CCCC3)s1 | 0 | 1 | 98 | 6 | 18 | -4 | 101 | -3 | 2 | -2.7
Cn1c(=O)c2c(nc(NCCO)n2C)n(C)c1=O | -16 | 0 | 94 | 10 | -58 | -10 | 96 | -4 | -1 | -1.1

Source: PubChem
